JMJD2A Tudor inh – qHTS Assay for Inhibitors of JMJD2A-Tudor Domain; Lysine-specific demethylase 4A (Homo sapiens), O75164; AlphaScreen JMJD2A-Tudor / H3K4me3 peptide binding; Potency, µM (series often up to 114 µM), inactives show at the highest dose activity change, negative = inhibition, most hits filed as inhibitors; 4.4% of 390,000 active; also: potency is read from the fitted curve at half-maximal effect; % is scaled to controls: 0 for no effect and ±100 for the full control effect; nearly all actives have a fitted effect of over 50% in size
G9a block – qHTS Assay for Inhibitors of Histone Lysine Methyltransferase G9a; AID 504332, 2011; 8.8% of 350,000 active; Potency, µM (doses to about 102 µM), for inactives: top-dose activity, negative = inhibition, hits mostly inhibitors; Histone-lysine N-methyltransferase EHMT2 (Homo sapiens), Q96KQ7; G9a H3K9 monomethylation, AlphaScreen, 2 h; also: potency is read from the fitted curve at half-maximal effect; % is scaled to controls: 0 for no effect and ±100 for the full control effect; nearly all actives have a fitted effect of over 75% in size
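Readings reflect AlphaScreen signal from monomethyl-H3K9 antibody detection. HMT at 20 nM; substrate b-H3K9 500 nM; cofactor SAM 20 uM; 2 h RT reaction; compounds tested as titrations in qHTS with 15 min preincubation.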
ERG Ets-DNA blk – qHTS for Small Molecule Inhibitors of the ERG Ets/DNA interaction | Transcriptional regulator ERG (Homo sapiens), P11308 | fluorescence polarization, His-ERG Ets domain / labelled DNA | AID 624246, 2012 | Potency, µM (highest dose often 76.9 µM), inactives show at the top dose FP activity, negative = inhibition, actives largely listed as inhibitors | 0.028% of 370,000 active; active = well fitted inhibition curve with a large enough effect in the polarisation, with a control signal flat; inconclusive = small, poorly fitted or top-dose-only effect, or effect the other way, or a change in a side signal; inactive = no such curve, though single readings can be large or run the other way; the % refers to the polarisation;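 also: polarization taken with two DNA probes labelled with fluorescein and Texas red; potency is read from the fitted curve at half-maximal effect; % of control where 0% means no effect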
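His-tagged ERG Ets domain (1 uM in the protein solution; 300mM KCl, 50mM Tris-HCl, 1mM EDTA, 1mM DTT, pH 7.5) received compound, then a probe mix of 5 nM fluorescein-DNA and 100nM Texas-615-DNA. Fluorescence polarization was read for both dyes.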
BAZ2B block – qHTS Assay for Inhibitors of BAZ2B; Potency, µM (series often up to 114 µM), without a hit: at the highest dose activity change, negative = inhibition, actives largely listed as inhibitors; 4.4% of 360,000 active; AID 504333, 2011; Bromodomain adjacent to zinc finger domain protein 2B (Homo sapiens), Q9UIF8; AlphaScreen BAZ2B-H3K14Ac peptide displacement; also: potency is read from the fitted curve at half-maximal effect; % is scaled to controls: 0 for no effect and ±100 for the full control effect; nearly all actives have a fitted effect of over 60% in size
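Complex of BAZ2B and biotin-H3K14Ac (50 nM apiece) forms over 30 min at RT, then faces library compounds up to 110 uM for another 30 min; AlphaScreen beads added, 20 min dark incubation, luminescence read.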
GLS inh – qHTS for Inhibitors of Glutaminase (GLS); Glutaminase kidney isoform, mitochondrial (Homo sapiens), O94925; GLS enzymatic activity, qHTS titration; Potency, µM (top dose mostly 45.5 µM), for the others: at the highest dose activity change, negative = inhibition, hits mostly inhibitors; 0.21% of 410,000 active; AID 624170, 2012; also: potency is read from the fitted curve at half-maximal effect; % is scaled to controls: 0 for no effect and ±100 for the full control effect
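hKGA in 45 mM KH2PO4 (pH 8.2), 0.02% Tween-20 with compound, then 1mM L-Glutamine (stock as added) plus glutamate oxidase/HRP/Amplex red coupling mix. Fluorescence read initially and after 30 min at RT; signal change reflects glutamate formation.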
PI4K2A inh – qHTS for small molecular inhibitors of PI4K2A. Phosphatidylinositol 4-kinase type 2-alpha (Homo sapiens), Q9BTU6. AID 1346378, 2018. purified PI4K2A, ADP-Glo luminescence, 1 h; active compounds read low. activity change, negative = inhibition, % at 76.9 µM. 0.13% of 420,000 active; in the data active = activity change below about -50%; inconclusive = mostly about -30% to -49%;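 also: -100% = wells without enzyme as full effect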
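PI4K2A activity was measured by ADP-Glo luminescence: enzyme (4 ug/mL stock) and phosphatidylinositol (1.2 mM stock) in Tris pH 7.5/MgCl2/EGTA/Triton X-100 buffer were reacted with ATP (300 microM stock) for one hour at ambient temperature.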
HP1b binding inh – HTS for Inhibitors of HP1-beta Chromodomain Interactions with Methylated Histone Tails; Chromobox protein homolog 1 (Homo sapiens), P83916; AlphaScreen HP1-beta / biotin-H3K9me3 peptide binding; Potency, µM (top dose mostly 114 µM), for inactives: at the top dose activity change, negative = inhibition, hits mostly inhibitors; 0.56% of 390,000 active; AID 540317, 2011; also: potency is read from the fitted curve at half-maximal effect; nearly all actives have a fitted effect of over 70% in size; inactives centre near 23
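Compound inhibition of the preformed complex between 50 nM HP1-beta and 50 nM biotinylated H3K9me3 peptide was read by AlphaScreen. Buffer was PBS pH 7.4 with 0.01% Tween-20. Incubations ran 30 min at room temperature, with 10 ug/mL donor/acceptor beads.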
RGS4 inhibitor – Inhibitors of Regulator of G Protein Signaling (RGS) 4: qHTS | AID 504845, 2011 | Potency, µM (series often up to 114 µM), for the others: at the highest dose activity change, negative = inhibition, hits mostly inhibitors | 0.039% of 390,000 active | Regulator of G-protein signaling 4 (Homo sapiens), P49798 | Transcreener GDP fluorescence polarization, RGS4-accelerated GTP hydrolysis; also: potency is read from the fitted curve at half-maximal effect; % is scaled to controls: 0 for no effect and ±100 for the full control effect; nearly all actives have a fitted effect of over 75% in size; some results filed as inactive show a strong effect at the top dose
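MLSMR compounds (23 nl, pin-transferred) preincubated 10 min at room temperature with a 500nM (2x) first reagent, then RGS4 at 900nM (2x) plus Transcreener GDP mix added; fluorescence polarization (620/688 nm) read before and after 90 min at 30 °C.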
ALOX12 inh – Primary qHTS assay for inhibitors of human arachidonate 12S-lipoxygenase (ALOX12): Round 2; purified 12hLO, xylenol orange hydroperoxide absorbance; Potency, µM (doses to about 108 µM), for the others: at the top dose activity change, negative = inhibition, hits mostly inhibitors; 1.1% of 580,000 active; AID 1671190, 2021; also: potency is read from the fitted curve at half-maximal effect; % is scaled to controls: 0 for no effect and ±100 for the full control effect
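Purified human 12hLO (150 nM final) in 25 mM Hepes, 0.01% Triton X-100, pH 7.0 was preincubated 15 min at room temperature with compound. Then 40 uM arachidonic acid was added, 30 min. Hydroperoxide was read by Fe-XO absorbance ratio 573/405 nm.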
Starred values were filed as active, the others as inactive; u = inconclusive; x = not tested or not shown; & = joins results of further samples; [ ] = another dose, or the depositor's remark. Unless noted, calls follow the shape of the dose curve; as a rule, active = well fitted curve in the direction sought with a large enough effect; inconclusive = small, poorly fitted or top-dose-only effect, or another doubt; inactive = no such curve, though single readings can be large; an effect the other way counts as inactive or inconclusive. Not all compounds are listed. The share of hits here may be higher or lower than overall.

ERG Ets-DNA blk	ALOX12 inh	GLS inh	HP1b binding inh	BAZ2B block	RGS4 inhibitor	PI4K2A inh	G9a block	JMJD2A Tudor inh	Compound
4%	61%[activator]	-4%	42%[activator]	3%	-45%	-4	-1%[12.7 µM]	-15%	CCNS(=O)(=O)c1c(C)cc(N2CCCC2=O)cc1C
-6%	81%[activator]	-3%	29%	10%	11%	-3	-1%[2.33 µM]	-12%	COc1ccc(/C(C)=N/NC(=O)CN(c2ccc(OC)cc2)S(=O)(=O)c2ccccc2)cc1
-5%&0%	-4%&-17%	-6%&13%	9%&23%	-3%&-1%	5%&-6%	3&0	-34%[59 µM]	-17%&-8%	COc1ccc(OC)c(NC(=O)CCNS(=O)(=O)c2ccc3c(c2)oc(=O)n3C)c1
11%	-20%	-2%	22%	-10%	-9%	0	-35%	0%	Cc1nc2ccccc2n(CC(=O)Nc2cc(Cl)cc(Cl)c2)c1=O
-8%	u	u	13%	u	-34%	-5	u	-13%	CC(C)=NNc1nc(-c2ccc(N3C(=O)CCC3=O)cc2)cs1
-8%	-24%	6%	13%	-18%	5%	-2	-27%[59 µM]	-23%	Cc1ccc(C(=O)N2CC(=O)Nc3ccc(Br)cc3C2c2ccc(F)cc2)cc1C (stereo unspecified)
-5%	50%[activator]	2%	20%	-9%	-11%	1	3%	-21%	Cc1nc2nc(N)nn2c(C)c1C/C=C/c1ccccc1
-6%	-14%	3%	22%	-3%	-9%	2	-25%	0%	O=C(COC(=O)C1(c2ccccc2F)CCCC1)N1CCNC1=O
28%	-2%	15%	10%	-15%	10%[11.4 µM]	-2	5%[0.0925 µM]	u	Cc1cccc2c(=O)c(-c3ccc4c(c3)OCO4)c(NC(=O)c3ccco3)oc12
-2%	0%	-16%	22%	9%	22%	-3	2%[2.33 µM]	14%	O=C(CN1C(=O)c2cccc3cccc1c23)NCc1ccncc1
-4%	465%[activator]	1%	48%[activator]	-6%	-18%	-3	u	-4%	CC(=O)c1ccc(NC(=O)CSc2nc3nc(C)cc(C)n3n2)cc1
0%	u	2%	28%	-1%	18%[11.4 µM]	-2	u	-12%[57.1 µM]	CC(C)(C)n1nnnc1CN1CCN2CCCC2C1 (stereo unspecified)
4%	2%	3%	14%	-1%	11%	1	-20%[12.7 µM]	-24%	CCC(C)OC(=O)C1=C(C)NC(=O)CC1c1ccccc1OC (stereo unspecified)
7%	1%	-14%	43%	-6%	-3%	1	0%	-19%	COc1cccc(CNC(=O)C2CCN(S(=O)(=O)c3cccc4nonc34)CC2)c1
0%	-30%	5%	36%	12%	3%	-3	-30%	-10%	O=C(NCc1ccc(Cl)cc1)C1CCN(C(=O)c2ccc(Cl)cc2)CC1
-4%	4%	-6%	48%[activator]	1%	4%	0	-8%[59 µM]	-4%	O=C(NCc1cc(C(F)(F)F)cc(C(F)(F)F)c1)C1CC(c2c(Cl)cccc2Cl)=NO1 (stereo unspecified)
0%	-7%	9%	34%[activator]	5%	-4%	-1	1%[59 µM]	-10%	Cc1ccc(-c2nc3ncccc3o2)cc1NC(=O)c1ccc(-c2ccc(Cl)cc2)o1
7%	-2%	1%	16%	-1%	10%	5	14%[59 µM]	-14%	Cn1cc(CNC(=O)c2sc3cccc(Cl)c3c2Cl)cn1
-4%	-16%	-14%	33%	10%	17%	8	u	5%	Cc1ccc(S(=O)(=O)n2ccc(-c3ccc(OCc4c(F)cccc4Cl)cc3)n2)cc1
-11%	-4%	1%	42%[activator]	12%	2%	0	20%[59 µM]	-6%	CCC(C)(C)NC(=O)CN(C(=O)c1snc(C(N)=O)c1N)c1ccc(OC)c(OC)c1
1%	-12%	-3%	40%[activator]	-3%	-5%	-2	u	-2%	Cc1ccccc1-c1nnc(NC(=O)c2ccc(N3C(=O)CCC3=O)cc2)s1
7%	u	15%	5%	0%	-18%	-7	u	u	Cc1nc(N2C(=O)C(=O)/C(=C(/O)c3ccccc3)C2c2ccco2)sc1C (stereo unspecified)
13%	-128%	0%	16%	-21%	-18%	9	u	-17%	Cc1c(NC(=O)c2coc(=O)c(Br)c2)c(=O)n(-c2ccccc2)n1C
-6%	3%	-8%	65%[activator]	-2%	-36%[56.9 µM]	3	39%[activator]	-2%	CC(C)CCNC(=O)c1ccccc1NC(=O)C1=CSCCO1
6%	-15%	-8%	19%	-3%	11%	1	-20%[59 µM]	-13%	Cc1ccccc1C(=O)N1CCC(c2nc(-c3ccc(S(=O)(=O)N4CCCC4)cc3)no2)CC1
-9%	u	-8%	16%	-10%	-18%	3	7.1µM*	16µM*	C=CCn1c(CCSCc2ccccc2)n[nH]c1=S
-9%	u	-4%	1%	0%	7%	-2	-2%[59 µM]	-23%	COc1ccc(CC(=O)NCc2ccc3c(c2)CCN3C(=O)c2cccc(C)c2)cc1
4%	u	0%	28%[57 µM]	5%	-29%	-1	-2%[59 µM]	9%	O=C(Nc1nnc(SCc2cc(=O)n3cc(Cl)ccc3n2)s1)c1cccc(F)c1
11%	-19%	1%	16%	21%	13%	-5	-25%	-4%	Cc1cc(C)cc(NC(=O)CSc2nc3c(oc4ccccc43)c(=O)n2-c2ccccc2)c1
13%	3%	-5%	26%	-28%	-17%	1	6%	-18%	COc1ccc(-c2[nH]ncc2[C@@H]2C[C@H]3CN(Cc4ccccc4C)C(=O)[C@]34CCCN24)cc1
0%	-16%	-19%	-3%[57 µM]	x	6%	-13	x	-14%	CC(C)n1nccc1NC(=O)COC(=O)c1ccc(NC(N)=O)cc1
6%	0%	1%	26%	4%	9%	2	-14%[2.33 µM]	-10%	CCn1c(=O)cc(OCC(=O)Nc2ccc(C)cn2)c2ccccc21

An excerpt of these results, tab-delimited.
canonical_smiles	ERG Ets-DNA blk	ALOX12 inh	GLS inh	HP1b binding inh	BAZ2B block	RGS4 inhibitor	PI4K2A inh	G9a block	JMJD2A Tudor inh
Cc1ccc(C(=O)N2CC(=O)Nc3ccc(Br)cc3C2c2ccc(F)cc2)cc1C (stereo unspecified)	-8%	-24%	6%	13%	-18%	5%	-2	-27%[59 µM]	-23%
Cc1nc2nc(N)nn2c(C)c1C/C=C/c1ccccc1	-5%	50%[activator]	2%	20%	-9%	-11%	1	3%	-21%
O=C(COC(=O)C1(c2ccccc2F)CCCC1)N1CCNC1=O	-6%	-14%	3%	22%	-3%	-9%	2	-25%	0%
Cc1cccc2c(=O)c(-c3ccc4c(c3)OCO4)c(NC(=O)c3ccco3)oc12	28%	-2%	15%	10%	-15%	10%[11.4 µM]	-2	5%[0.0925 µM]	u
O=C(CN1C(=O)c2cccc3cccc1c23)NCc1ccncc1	-2%	0%	-16%	22%	9%	22%	-3	2%[2.33 µM]	14%
CC(=O)c1ccc(NC(=O)CSc2nc3nc(C)cc(C)n3n2)cc1	-4%	465%[activator]	1%	48%[activator]	-6%	-18%	-3	u	-4%
CC(C)(C)n1nnnc1CN1CCN2CCCC2C1 (stereo unspecified)	0%	u	2%	28%	-1%	18%[11.4 µM]	-2	u	-12%[57.1 µM]
CCC(C)OC(=O)C1=C(C)NC(=O)CC1c1ccccc1OC (stereo unspecified)	4%	2%	3%	14%	-1%	11%	1	-20%[12.7 µM]	-24%

A second format for 2 compounds above:
structure	ERG Ets-DNA blk	ALOX12 inh	GLS inh	HP1b binding inh	BAZ2B block	RGS4 inhibitor	PI4K2A inh	G9a block	JMJD2A Tudor inh
O=C(COC(=O)C1(c2ccccc2F)CCCC1)N1CCNC1=O	-6%	-14%	3%	22%	-3%	-9%	2	-25%	0%
Cc1nc2nc(N)nn2c(C)c1C/C=C/c1ccccc1	-5%	50%[activator]	2%	20%	-9%	-11%	1	3%	-21%

High-throughput results (PubChem)
